B2AR arrestin: agonists driving beta-arrestin recruitment to human beta2-adrenergic receptor. beta-arrestin recruitment to beta2AR, cell-based reporter. Potency, µM (doses to about 46.1 µM), for the others: at the highest dose activation, hits mostly activators. actives 0.02% (n = 330,000). P07550. AID 492947;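 also: potency is read from the fitted curve at half-maximal effect; 0% = DMSO controls and full agonism = EC100 isoproterenol or metaproterenol; nearly all actives have a fitted effect of over 65% in size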
Target sequence (P07550 whole entry, looked up): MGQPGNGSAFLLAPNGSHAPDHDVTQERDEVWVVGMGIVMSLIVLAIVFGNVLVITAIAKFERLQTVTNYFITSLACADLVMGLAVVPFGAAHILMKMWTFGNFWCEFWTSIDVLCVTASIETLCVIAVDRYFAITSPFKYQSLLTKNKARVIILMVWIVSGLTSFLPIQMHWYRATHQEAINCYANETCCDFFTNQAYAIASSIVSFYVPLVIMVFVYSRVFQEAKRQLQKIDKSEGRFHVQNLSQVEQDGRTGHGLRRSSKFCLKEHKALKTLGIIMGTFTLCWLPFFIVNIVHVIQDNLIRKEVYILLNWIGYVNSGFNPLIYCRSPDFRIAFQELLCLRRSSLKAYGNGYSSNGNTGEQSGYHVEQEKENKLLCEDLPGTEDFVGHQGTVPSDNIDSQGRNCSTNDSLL
PKM2 activator: PKM2 (human) enzyme activation. AID 1631. purified PKM2, Kinase-Glo ATP luminescence, activation; response scale: 0% is enzyme alone, no compound. Potency, µM (highest dose often 57.5 µM), without a hit: at the top dose activation, hits mostly activators. actives 0.34% (n = 260,000); also: potency is read from the fitted curve at half-maximal effect; nearly all actives have a fitted effect of over 55% in size
Target sequence (P14618 whole entry, looked up): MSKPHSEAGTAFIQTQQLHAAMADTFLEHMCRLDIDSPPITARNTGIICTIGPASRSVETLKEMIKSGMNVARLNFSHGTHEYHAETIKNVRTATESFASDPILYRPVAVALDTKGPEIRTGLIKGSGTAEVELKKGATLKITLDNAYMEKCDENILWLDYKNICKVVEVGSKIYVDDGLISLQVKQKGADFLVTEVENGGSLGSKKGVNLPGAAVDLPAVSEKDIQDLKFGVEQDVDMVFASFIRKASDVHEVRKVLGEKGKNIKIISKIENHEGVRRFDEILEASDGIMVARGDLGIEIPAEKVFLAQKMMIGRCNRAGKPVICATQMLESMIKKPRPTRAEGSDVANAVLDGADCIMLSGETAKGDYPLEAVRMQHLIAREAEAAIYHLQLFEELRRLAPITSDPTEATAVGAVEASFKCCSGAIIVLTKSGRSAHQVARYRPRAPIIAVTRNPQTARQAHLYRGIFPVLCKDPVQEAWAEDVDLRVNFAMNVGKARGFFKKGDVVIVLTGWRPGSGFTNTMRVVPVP
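ATP formation by purified human PK-M2, quantified via coupled luciferase luminescence after 1 h at room temperature with 0.1 mM ADP and 0.5 mM PEP final.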
Chronic BCR inh: chronic active BCR signaling inhibition; ABC-DLBCL IkBa-CBG/CBR reporter, luminescence ratio, 4 h; actives 0.05% (n = 340,000); AID 493014; Potency, µM (highest dose often 46.1 µM), inactives show top-dose ratio change, negative = lower green/red ratio, hits mostly inhibitors; active = well fitted inhibition curve with a large enough effect in the signal ratio, with a control signal flat, not every such curve was filed as active; inconclusive = small, poorly fitted or top-dose-only effect, or effect the other way, or a change in a side signal; the % refers to the signal ratio;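 also: potency is read from the fitted curve at half-maximal effect; plate controls were basal doxycycline-induced cells for no effect and cells given 10 µM MG132 for full effect; MG132 reads +100%, hits lower the ratio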
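Doxycycline induced both beetle luciferases in TMD8 lymphoma cells; IKK-driven degradation limits the IkappaBalpha-fused green signal, while red luminescence normalises for cell number and nonspecific effects. Compounds tested up to 46 uM, 4 hrs.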
GALK inh: galactokinase (human) inhibition. Potency, µM (highest dose often 57.5 µM), for the others: at the highest dose activity change, negative = inhibition, most hits filed as inhibitors. Purified GALK, Kinase-Glo residual ATP luminescence. P51570. AID 1868. actives 0.007% (n = 270,000); also: potency is read from the fitted curve at half-maximal effect
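The enzyme phosphorylates galactose (100 uM) using ATP (35 uM); inhibition is detected as higher residual ATP, quantified by bioluminescence after 1 h reaction at room temperature, pH 8.0.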
USP2a inh: inhibitors of human ubiquitin-specific protease USP2a. O75604. USP2 core, Ub-CHOP2 coupled fluorogenic reporter, 485/531. Potency, µM (titrated, usually from 38.3 µM), without a hit: at the top dose activity change, negative = inhibition, hits mostly inhibitors. actives 0.01% (n = 330,000);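 also: potency is read from the fitted curve at half-maximal effect; plate controls were DMSO wells for no effect and full inhibition by NEM control for full effect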
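Cell-free coupled assay: 10nM USP2 core preincubated 30min RT with compound in Tris-HCl pH 8.0/CaCl2/CHAPS buffer, then 25nM Ub-CHOP2 and 25nM reporter substrate; fluorescence (Ex 485/Em 531) read after 60min RT, normalized to NEM inhibition, concentration-response curves fitted.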
Coupling enz: coupling enzyme interference in Giardia aldolase counter-screen. activity change, negative = inhibition, % at 58.2 µM, hits read low. AID 2472. coupling enzyme system counterscreen, AmpLite Red fluorescence. actives 0.67% (n = 290,000); in the data active = activity change below about -30%
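Coupling enzymes only (glyceraldehyde-3-phosphate) + compound, at 57.5 uM final, 10 min RT; add substrate/coupling/AmpLite Red mix, 20 min RT; fluorescence ex 525/em 598 nm. Actives flag coupling-system interference.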
KCNH2 3.1 block: inhibitors of human KCNH2 3.1 potassium channel isoform. actives 0.95% (n = 340,000). U2OS KCNH2 3.1, thallium flux FluxOr; hits give low values. activity change, % (tested at about 1.8 µM);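 active = maximum activity change below -70%; inconclusive = maximum activity change from -70% to -50%; inactive = maximum activity change above -50%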;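 also: thallium influx rate constant from kinetic fluorescence after stimulation buffer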
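Kinetic fluorescence (2 min after stimulation buffer) measures Tl+ influx through KCNH2 3.1 expressed by viral transduction in U2OS cells; the rate constant is normalized against DMSO controls serving as positive and negative references.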
Giardia killer: Giardia lamblia killing | Giardia lamblia trophozoite viability | activity change, % at 7.66 µM, hits read low | actives 0.15% (n = 340,000); in the data active = activity change below about -80%; inconclusive = between about -30% and that limit;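 also: parasites exposed to compound for two days anaerobically before the ATP read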
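Giardia lamblia trophozoites (100 cells/well) were incubated with compounds for 48 h at 37 deg C under anaerobic conditions. Viability was read as ATP content by one-step luminescence after 15-30 min at room temperature.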
uPA surface inh: blocks generation of uPA at the cell surface | Potency, µM (highest dose often 38.3 µM), for inactives: at the highest dose activity change, negative = inhibition, actives largely listed as inhibitors | actives 0.31% (n = 330,000) | cell surface uPA generation assay, qHTS | AID 540303; active = well fitted inhibition curve with a large enough effect; inconclusive = small, poorly fitted or top-dose-only effect; inactive = no such curve, though single readings can be large or run the other way; tested in mouse RAW 264.7 cells; also: potency is read from the fitted curve at half-maximal effect; nearly all actives have a fitted effect of over 55% in size
Eya2 phos inh: Eya2 (human) phosphatase inhibition; actives 0.006% (n = 330,000); recombinant Eya2, OMFP fluorescence dephosphorylation (OMFP is methylfluorescein phosphate); O00167; Potency, µM (top dose mostly 76.9 µM), without a hit: at the top dose activity, negative = inhibition, actives largely listed as inhibitors; also: potency is read from the fitted curve at half-maximal effect
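Eya2 protein (added as 0.2 uM solution) was preincubated with compound for 10 min at ambient temperature in 50 mM HEPES pH 7.5, 50 mM NaCl, 5 uM MgCl2, 0.05% BSA, 1 mM DTT. OMFP (added at 50 uM) then reacted 10 min; fluorescence read at 485/525 nm.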
KCNH2 WT inh: inhibitors of human wildtype KCNH2 potassium channel; activity change, % at 1.84 µM; actives 0.37% (n = 340,000); Q12809; U2OS, BacMam KCNH2, thallium flux FluxOr; hits give low values; AID 720551;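 active = maximum activity change below -70%; inconclusive = maximum activity change between -70% and -50%; inactive = maximum activity change above -50%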
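U2OS cells transduced with wild-type KCNH2 virus are loaded with FluxOr dye for 45 min, and thallium flux is measured in kinetic reads before and after stimulation buffer. Rate constants are normalized to DMSO controls.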
An asterisk follows results filed as active; ? = inconclusive; . = not tested or not shown; [ ] = remark or other dose. Unless noted, calls follow the shape of the dose curve; as a rule, active = well fitted curve in the direction sought with a large enough effect; inconclusive = small, poorly fitted or top-dose-only effect, or another doubt; inactive = no such curve, though single readings can be large; an effect the other way counts as inactive or inconclusive. Unless noted, % is scaled to controls: 0 for no effect and ±100 for the full control effect.

item | mol | B2AR arrestin | PKM2 activator | Chronic BCR inh | GALK inh | USP2a inh | Coupling enz
1 | CC(=O)Nc1ccc(S(=O)(=O)N2CCN(S(=O)(=O)N3CCCCC3)CC2)cc1 | 0.1% | -2% | ? | -1% | 5% | -1
2 | O=C(O)c1ccccc1C(=O)N(Cc1ccccc1)Cc1ccccc1 | 0.3% | -8% | 3% | 2% | -3% | 17
3 | CCOC(=O)CCn1nc(-c2ccc(C)cc2)c2ccccc2c1=O | -0.1% | -1% | -2% | 5% | 4% | -3
4 | COc1ccc(C2=NN(C3=NN=C(N)Cc4ncnn43)C(O)(C(F)(F)F)C2)cc1 (configuration not stated) | -0.5% | 1% | -14% | 5% | -5% | 1
5 | O=S(=O)(NC1CC2CCC1C2)c1ccc(Br)cc1 (configuration not stated) | -0.1% | -6% | 10% | 3% | 2% | 1
6 | CC(C)OCCCNC(=O)c1cccc(NC(=O)c2ccccc2)c1 | 7.0% | -13% | ? | 1% | 1% | -4
7 | CCOC(=O)c1c(C(F)(F)C(F)(F)C(F)(F)C(F)(F)F)n[nH]c1C | 0.3% | -4% | 9% | 2% | -11% | -15
8 | CCn1c(CNc2ccc(C)cc2)nnc1SCC(=O)NCc1ccccc1 | 0.0% | 6% | 0% | 0% | 2% | 0
9 | CCN(CC)c1ccc(C(=O)NN)cc1 | -0.1% | 2% | 7% | 3% | 2% | -1
10 | COC(=O)C(O)(CC(=O)c1ccc(OC)cc1)C(F)(F)F (configuration not stated) | 0.0% | -6% | 3% | 4% | 0% | -5
11 | CC1CCN(S(=O)(=O)c2ccc(NC(=O)Cn3nnc(-c4ccccc4F)n3)cc2)CC1 | -0.6% | -3% | ? | 9% | -9% | -2
12 | CCn1nc(NC(=O)CC(C)C)c2cc3cccc(C)c3nc21 | -0.4% | . | 1% | -1% | -1% | 1

item | KCNH2 3.1 block | Giardia killer | uPA surface inh | Eya2 phos inh | KCNH2 WT inh
1 | 6 | -3 | 7% | -7% | 2
2 | -3 | -7 | 1% | 0% | -14
3 | 2 | ? | 10% | -2% | -9
4 | -6 | -18 | 20% | 0% | 5
5 | -3 | 6 | 9% | -2% | 17
6 | -13 | 11 | -1% | 1% | -4
7 | 7 | -3 | 8% | -29% | 31
8 | -2 | 24 | . | -1% | -10
9 | -3 | 14 | 0% | -10% | -12
10 | 25 | -8 | 2% | 15% | 22
11 | -10 | 21 | -3% | 6% | 7
12 | 16 | -4 | -1% | -17% | -1

Down the list, quoted from above.
Compounds 3 to 10 in Coupling enz, in turn: -3, 1, 1, -4, -15, 0, -1, -5
Compounds 3 to 10 in PKM2 activator, in turn: -1%, 1%, -6%, -13%, -4%, 6%, 2%, -6%

Laid out differently: results already given.
5. O=S(=O)(NC1CC2CCC1C2)c1ccc(Br)cc1 (configuration not stated)
6. CC(C)OCCCNC(=O)c1cccc(NC(=O)c2ccccc2)c1
7. CCOC(=O)c1c(C(F)(F)C(F)(F)C(F)(F)C(F)(F)F)n[nH]c1C
entry no.	5	6	7
B2AR arrestin	-0.1%	7.0%	0.3%
PKM2 activator	-6%	-13%	-4%
Chronic BCR inh	10%	?	9%
GALK inh	3%	1%	2%
USP2a inh	2%	1%	-11%
Coupling enz	1	-4	-15
KCNH2 3.1 block	-3	-13	7
Giardia killer	6	11	-3
uPA surface inh	9%	-1%	8%
Eya2 phos inh	-2%	1%	-29%
KCNH2 WT inh	17	-4	31

Further results:
item | mol | B2AR arrestin | PKM2 activator | Chronic BCR inh | GALK inh | USP2a inh | Coupling enz
13 | COc1ccc(CCNC(=O)CSc2ccc(NC(C)=O)cc2)cc1OC | -0.2% | 5% | 1% | 2% | 2% | 2
14 | COc1cccc(NC(=S)N2CCN(c3ccc([N+](=O)[O-])cc3)CC2)c1 | 0.4% | 4% | 3% | 0% | 7% | 0
15 | COCc1ccc(CN2CCCC(C(=O)Nc3ccc(-c4cscn4)cc3)C2)o1 (configuration not stated) | -0.2% | . | ? | 6% | 0% | 1
16 | CCC(=O)Nc1nc(OC)cc(OC)n1 | -0.1% | -6% | 0% | 0% | 2% | 2
17 | Cc1ccccc1CCN(CC(=O)NC1CCCCC1)C(=O)c1csnn1 | -0.3% | 5% | 4% | -2% | 13% | 3
18 | O=C(NCC(c1ccco1)N1CCOCC1)c1ccccc1 (configuration not stated) | -0.3% | . | -1% | . | 0% | .
19 | O=C(Nc1nnc(C2CC2)s1)c1cc([N+](=O)[O-])ccc1N1CCCCC1 | -1.6% | 3% | -8% | 2% | 0% | 2
20 | CCN(CC)CCNc1ccnc2cc(Cl)ccc12 | -0.2% | -7% | ? | 2% | 1% | 4
21 | CCCCn1c(SCC(=O)N(C)C2CCS(=O)(=O)C2)nc2cc(S(N)(=O)=O)ccc21 (configuration not stated) | -0.9% | 5% | 0% | 1% | 10% | 2
22 | CC(C)(C)c1ccc(Oc2ccc(N)cc2)cc1 | -0.6% | -15% | 6% | 1% | -4% | 1
23 | CC(C)C(=O)Nc1ccc(C(=O)Nc2nnc(C(C)C)s2)cc1 | -0.9% | 2% | 4% | 0% | 0% | 0
24 | COc1ccc(C(=O)OCc2nc(N)nc(Nc3ccccc3C)n2)cc1OC | -0.1% | 1% | ? | 1% | 0% | 1

item | KCNH2 3.1 block | Giardia killer | uPA surface inh | Eya2 phos inh | KCNH2 WT inh
13 | 33 | -23 | 0% | -4% | 2
14 | -31 | 8 | -4% | -17% | 4
15 | 5 | -21 | 0% | 9% | 2
16 | -20 | -4 | -3% | -1% | -36
17 | -11 | 23 | . | 0% | 2
18 | 3 | -22 | -2% | 14% | 3
19 | 9 | -8 | -9% | -10% | -8
20 | -12 | -16 | . | -19% | -23
21 | -3 | -14 | 3% | 10% | 0
22 | -20 | 7 | ? | -7% | -13
23 | -3 | 1 | 13% | 9% | 5
24 | 10 | 2 | -1% | 3% | -9

Other results.
item | mol | B2AR arrestin | PKM2 activator | Chronic BCR inh | GALK inh | USP2a inh | Coupling enz
25 | O=C(CN1C(=O)NC2(CCCc3ccccc32)C1=O)N1CCc2ccccc2C1 (configuration not stated) | 0.9% | 4% | 0% | 0% | -3% | -1
26 | CCn1c(=S)sc2c(=O)n(-c3ccccc3)c(=S)[nH]c21 | 0.3% | 9% | 9% | 0% | -1% | -1
27 | CCOc1ccccc1CNC(=O)Cn1ccc2cc(S(=O)(=O)N3CCCCCC3)ccc21 | -0.3% | . | 12% | -6% | 2% | -3
28 | O=C(Nc1ccc(S(=O)(=O)N2CCC(C(=O)NC3CCCCC3)CC2)cc1)c1ccco1 | 0.0% | -5% | ? | 0% | 2% | 2
29 | Cc1ccsc1C(=O)N1CCCC(N(C)Cc2ccccc2)C1 (configuration not stated) | 0.1% | -4% | 0% | -2% | -1% | 0
30 | COc1cccc(-c2c(C(=O)N/N=C/C3CC=CCC3)nnn2-c2nonc2N)c1 (configuration not stated) | -0.2% | -2%[0.46 µM] | 0% | 7% | -6% | 1
31 | CCCCC/C(=N\NC(=O)Nc1ccccc1)c1ccccc1 | -0.1% | 0% | 21% | 5% | -1% | -3
32 | N#CC1=C(N)Oc2n[nH]c(-c3cccs3)c2C1C1C=CCCC1 (configuration not stated) | 0.5% | -5% | -17% | -2% | 1% | -8
33 | Cc1cc(C)nc(/N=C2\NC(=O)CC(C(=O)O)N2c2ccc(Cl)cc2Cl)n1 (configuration not stated) | 0.0% | 1% | -2% | 8% | 0% | 0
34 | COc1ccc(NC(=S)Nc2cccc(S(=O)(=O)N3CCCCC3)c2)cc1 | -3.3% | -10% | -1% | 2% | 2% | -2
35 | COc1ccc(-n2c3c(cc(C(=O)N4CCC(C)CC4)c2=O)C(=O)CC(C)(C)C3)cc1 | 0.2% | 0% | 0% | 0% | 3% | 0
36 | O=C(c1ccco1)N1N=C(c2ccco2)CC1c1ccc(Cl)cc1Cl (configuration not stated) | -0.1% | . | -4% | . | 4% | .
37 | COc1cc(-c2noc(C)c2/C=C/c2ccc(N)cc2)cc(OC)c1OC | -3.6% | 4% | ? | . | 5% | 1
38 | O=C(COC(=O)COc1ccc(Cl)cc1Cl)NC1CCS(=O)(=O)C1 (configuration not stated) | -0.1% | . | 1% | . | 6% | .
39 | COC(=O)c1ccc(OCC(O)CN2CCC(C)CC2)cc1 (configuration not stated) | 0.0% | -3% | 11% | 2% | 1% | 2

item | KCNH2 3.1 block | Giardia killer | uPA surface inh | Eya2 phos inh | KCNH2 WT inh
25 | 7 | -4 | 1% | 0% | -3
26 | 1 | 0 | -6% | 1% | -8
27 | 8 | 29 | ? | -3% | 9
28 | -14 | -16 | 4% | 1% | 4
29 | 8 | 8 | 5% | -1% | 9
30 | -9 | 4 | -3% | -9% | -16
31 | -11 | 6 | 4% | -15% | -4
32 | -15 | -11 | -2% | 5% | 3
33 | -3 | -16 | -1% | 3% | -13
34 | -4 | -4 | 10% | -1% | -9
35 | -2 | 13 | -5% | -13% | -6
36 | -8 | -1 | -7% | 24% | -2
37 | -20 | -15 | ? | -13% | 2
38 | 13 | ? | ? | 9% | -5
39 | 1 | 18 | -10% | 5% | 8
